From PubChem BioAssay
D1 ag: Allosteric Agonists of the Human D1 Dopamine Receptor: qHTS; AID 504660, 2011; 1% of 360,000 active; activation, % at 2 µM; HEK293 T-REx D1 cells, calcium flux, agonist mode; in the data active = activation above about 30%; note: 0% is about no effect
Target sequence (P21728 whole entry, looked up): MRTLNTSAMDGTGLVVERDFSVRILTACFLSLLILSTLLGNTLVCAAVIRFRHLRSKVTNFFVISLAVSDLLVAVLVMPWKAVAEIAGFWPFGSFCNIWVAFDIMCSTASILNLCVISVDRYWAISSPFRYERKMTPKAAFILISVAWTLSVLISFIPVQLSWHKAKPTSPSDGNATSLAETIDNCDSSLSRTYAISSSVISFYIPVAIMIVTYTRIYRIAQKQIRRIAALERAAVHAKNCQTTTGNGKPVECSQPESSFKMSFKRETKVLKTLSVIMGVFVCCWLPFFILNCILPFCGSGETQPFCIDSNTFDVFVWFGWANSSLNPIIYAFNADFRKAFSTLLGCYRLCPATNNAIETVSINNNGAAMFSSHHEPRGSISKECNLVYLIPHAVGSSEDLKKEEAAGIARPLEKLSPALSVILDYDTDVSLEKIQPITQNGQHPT
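Tetracycline-induced HEK293 TREx D1 cells, force-coupled to calcium signalling, were dye-loaded with a no-wash calcium kit. Compound was pin-added after a 10 s baseline. Fluorescence was read kinetically at 1 cycle/s for 180 s, with calcium rises flagged as agonism.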
Vif-A3F inh: qHTS for Inhibitors of Vif-A3F Interactions: qHTS; HeLa A3F-eYFP + Vif (tagged APOBEC3F with the HIV-1 protein that degrades it), YFP fluorescence increase; 0.2% of 390,000 active; Potency, µM (series often up to 46.1 µM), inactives show at the top dose activity, negative = active; note: potency is the fitted concentration of half-maximal effect; % of control where 0% means no effect; nearly all actives have a fitted effect of over 65% in size
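Fluorescence increase (Ex 488/Em 500-530) after overnight compound treatment at 37 deg C flags inhibition of Vif-driven A3F-eYFP loss in stable HeLa A3F-eYFP/Vif cells seeded overnight beforehand.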
Glioma ERSR ind: qHTS for Inducers of the Endoplasmic Reticulum Stress Response (ERSR) in Human Glioma: qHTS | AID 602332, 2012 | Potency, µM, without a hit: top-dose activation, actives largely listed as activators | 0.02% of 420,000 active | U87-MG GRP78 promoter luciferase reporter, 16 h; note: potency is the fitted concentration of half-maximal effect; series mostly up to about 76 µM; % of control where 0% means no effect; nearly all actives have a fitted effect of over 35% in size
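ERSR induction read as luciferase luminescence (Bright-Glo, 10 min at room temperature) in stably transfected human U87-MG glioma cells exposed to compounds for 16 h, using GRP78 as sensor.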
Vif-A3G inh: qHTS for Inhibitors of Vif-A3G Interactions: qHTS; HeLa A3G-eYFP + Vif (tagged APOBEC3G with the HIV-1 protein that degrades it), YFP fluorescence, overnight; Potency, µM (series often up to 46.1 µM), for the others: at the top dose activity, negative = active, most hits filed as inhibitors; 0.076% of 410,000 active; AID 602310, 2012;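 note: potency is the fitted concentration of half-maximal effect; % is set by controls: 0 for no effect and ±100 for the full control effect; nearly all actives have a fitted effect of over 60% in size; hits raise eYFP signal because A3G escapes Vif-driven loss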
Target sequence (Q9HC16 whole entry, looked up): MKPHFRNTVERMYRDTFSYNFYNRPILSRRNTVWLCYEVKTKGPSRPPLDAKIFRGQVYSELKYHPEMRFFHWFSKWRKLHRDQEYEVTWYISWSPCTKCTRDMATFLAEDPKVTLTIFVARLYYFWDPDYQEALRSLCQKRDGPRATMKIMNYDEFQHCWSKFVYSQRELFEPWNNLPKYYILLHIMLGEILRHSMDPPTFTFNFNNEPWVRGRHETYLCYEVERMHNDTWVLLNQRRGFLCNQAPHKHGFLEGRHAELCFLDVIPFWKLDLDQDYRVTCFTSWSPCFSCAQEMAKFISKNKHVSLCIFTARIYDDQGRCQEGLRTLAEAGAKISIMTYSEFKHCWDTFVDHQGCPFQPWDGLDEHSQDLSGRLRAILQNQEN
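Read-out is eYFP fluorescence (Ex 488/Em 500-530) from Vif-expressing HeLa A3G-eYFP cells; more signal means A3G escaped Vif-mediated degradation. Cells plated overnight, compound pinned in, incubated overnight at 37 deg C.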
D1 antagonist: Antagonist of Human D 1 Dopamine Receptor: qHTS; 3.2% of 360,000 active; AID 504652, 2011; activity change, negative = inhibition, % at 10 µM; HEK293 TREx D1 cells, calcium flux, dopamine EC80; hits give low values; D(1A) dopamine receptor (Homo sapiens), P21728; in the data active = activity change below about -30%; note: % is set by controls: 0 for no effect and ±100 for the full control effect
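Inducible Hek293 Trex D1 cells (tetracycline, overnight, 30 C). Calcium dye 30–90 min RT. Antagonist mode: EC80 dopamine added after 180 s compound read.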
RXFP1 agonist: qHTS Assay for Agonists of the Relaxin Receptor RXFP1; Relaxin receptor 1 (Homo sapiens), Q9HBX9; HEK293T-RXFP1 cAMP TR-FRET, 30 min; response scale: percent of porcine relaxin response, buffer zero; Potency, µM (doses to about 57.5 µM), without a hit: top-dose activation, actives largely listed as activators; 0.3% of 370,000 active; AID 2676, 2010; note: potency is the fitted concentration of half-maximal effect; % is set by controls: 0 for no effect and ±100 for the full control effect; nearly all actives have a fitted effect of over 60% in size; many of its hits are not listed in these tables
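Agonist response is measured as cAMP accumulation in an RXFP1-transfected HEK293T line under PDE4 inhibition. Values are scaled between buffer-only and 29 nM porcine relaxin, and EC50s come from standard Hill equation fits.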
D2 potentiator: HTS Assay for Positive Allosteric Modulators of the Human D2 Dopamine Receptor: Primary Screen for Potentiators. D(2) dopamine receptor (Homo sapiens), P14416. 0.34% of 340,000 active. potentiation, % at 10 µM. AID 485347, 2010. HEK293 T-REx D2, calcium flux, EC20 dopamine potentiation;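 active = potentiation over 3 SD above the plate norm, cut at about 30% in these data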; note: 0% is about no effect
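Tetracycline-induced Hek293 Trex D2 cells, force-coupled to calcium, loaded with no-wash calcium dye. Compound added with 180 s kinetic read for agonism, then EC20 dopamine and a further 180 s read for potentiation.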
LDHA block: qHTS assay for inhibitors of human lactate dehydrogenase | L-lactate dehydrogenase A chain (Homo sapiens), P00338 | purified LDHA, NADH/diaphorase-resazurin fluorescence; hits give low values | 0.15% of 480,000 active | activity change, % (values are at about 110 or 230 µM); in the data active = activity change below about -30%; inconclusive = mostly about -25% to -30%;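 note: plate controls were DMSO wells for no effect and wells without enzyme for full effect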
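Human LDH5 (2 nM) was incubated with 0.06 mM NADH and 0.2 mM pyruvate for 5 min at room temperature in Tris pH 7.4. Remaining NADH was coupled through diaphorase/resazurin, and resorufin fluorescence was read at 0 and 20 min.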
D1 PAM: Potentiators of Human D1 Dopamine Receptor: qHTS; HEK293 TREx D1 cells, calcium flux, dopamine EC20 potentiation; AID 504651, 2011; potentiation, % at 10 µM; D(1A) dopamine receptor (Homo sapiens), P21728; 0.036% of 360,000 active; in the data active = potentiation above about 30%; note: 0% is about no effect
Active calls of the source: *; ? = inconclusive; . = not tested or not shown. Unless noted, calls come from the whole dose curve; as a rule, active = well fitted curve in the direction sought with a large enough effect; inconclusive = small, poorly fitted or top-dose-only effect, or another doubt; inactive = no such curve, though single readings can be large; an effect the other way counts as inactive or inconclusive. This is a subset, so the mix of outcomes need not match the whole.

SMILES	D1 ag	Vif-A3F inh	Glioma ERSR ind	Vif-A3G inh	D1 antagonist	RXFP1 agonist	D2 potentiator	LDHA block	D1 PAM
COC(=O)c1ccc2c(=O)n(CC3CCCO3)c(SCC(=O)Nc3ccccc3OC)nc2c1 (centres undefined)	4	-15%	0%	-5%	8	-0.2%	-10	-6	-2
COc1cccc(N(C(=O)Cn2nnc(-c3ccc(C)o3)n2)C(C(=O)NC(C)(C)C)c2cccs2)c1 (centres undefined)	5	-7%	-8%	-1%	-8	-0.5%	2	0	-5
Cc1cc(-c2ccccc2)nc(SCc2ccc(C(=O)O)cc2)n1	3	-10%	-1%	1%	14	-0.5%	4	-14	-4
COc1cccc(NC(=O)c2oc3ccccc3c2NC(=O)Cc2cccc(C)c2)c1	24	-6%	-1%	-1%	-1	4.5%	-12	2	-2
COc1ccc(-n2ncc3c(N4CCCc5ccccc54)ncnc32)cc1	3	-16%	4%	1%	6	0.2%	5	1	-11
Cn1c(SCC(=O)N2CCCc3ccccc32)nnc1-c1c[nH]c2ccccc12	2	-2%	-1%	-7%	5	0.7%	2	0	-2
COc1cc(CNCCc2c[nH]c3ccccc23)ccc1OCc1ccccc1F	28	0%	-3%	-14%	25	2.6%	-15	-2	-9
Cn1c(=O)c2[nH]c(SCCN3CCOCC3)nc2n(C)c1=S	.	1%	-1%	4%	.	.	.	-4	.
CC(NC(=O)c1ccccc1NC(=O)c1ccccc1)C(=O)N1CCOCC1 (centres undefined)	0	5%	-4%	1%	32	-0.1%	6	-1	8
CCOc1ccc(N(CC)C(=O)c2cc3c(=O)oc4ccccc4c3s2)cc1	1	-20%	-2%	-13%	-9	3.3%	20	-2	0
CCC/C(=N\NC(=O)c1ccccc1C)c1ccccc1	0	-19%	1%	0%	2	0.1%	1	-4	-9
C/C(=N/NC(=O)CNC(=O)Cc1ccccc1)c1ccco1	1	-11%	-1%	2%	-3	-0.6%	-4	-1	2
COc1ccc(N2CCN(C(CNC(=O)C(=O)NCC(OC)OC)c3ccco3)CC2)cc1 (centres undefined)	1	2%	-3%	-1%	-29	-3.8%	4	0	-4
O=C(NCc1ccccc1Cl)c1cc2c(s1)-c1ccccc1SC2	4	.	.	.	-17	0.6%	-13	-8	-3
O=C(NNS(=O)(=O)c1ccccc1)c1csc(-c2cccnc2)n1	1	-1%	-4%	4%	-14	0.4%	-3	-6	2
O=C(Nc1ccc2c3c(cccc13)CC2)c1ccc(Br)o1	3	-7%	6%	0%	-8	0.0%	-1	-7	-2
CC1CCc2c(sc3nc(CN4CCOCC4)nc(Sc4ccccc4)c23)C1 (centres undefined)	-1	3%	-4%	0%	11	3.5%	10	3	-17
CCCCn1c(N)c(N(CCOC)C(=O)COC(=O)C(C)(C)Oc2ccc(Cl)cc2)c(=O)[nH]c1=O	1	-14%	-5%	-5%	7	1.6%	15	-2	-16
COC(=O)C1=C(C)NC(=S)NC1c1ccc(OC(=O)c2ccco2)cc1 (centres undefined)	1	2%	-2%	0%	-11	0.6%	4	-3	-3
CCN(CC)c1ccc(NC(=O)c2cnc3ccccn3c2=O)c(C)c1	4	-2%	0%	0%	4	-0.8%	-8	24	-6
S=C(NCC1CCCO1)NC12CC3CC(CC(C3)C1)C2 (centres undefined)	3	-5%	-2%	-1%	-3	0.5%	.	-8	-4
S=C(NCc1ccco1)N1CCN(c2cccc(Cl)c2)CC1	1	3%	-1%	1%	-14	-1.7%	23	-2	-3
CCOC(=O)C1CCN(Cc2nc3ccccc3c(=O)n2-c2ccc(F)cc2)CC1	1	-1%	-4%	-5%	6	-1.4%	6	-4	0
O=C(O)CSc1nc(-c2ccccc2)nc2c1oc1ccccc12	3	-8%	1%	2%	3	6.1%	-1	-5	-4
O=C(Nc1ccc(S(=O)(=O)N2CCC(C(=O)NC3CCCCC3)CC2)cc1)c1ccco1	1	9%	4%	0%	-3	-0.2%	-4	-3	-8
O=C(CN1CCOc2ccccc21)N1CCN(c2cccc(Cl)c2)CC1	.	5%	-4%	0%	.	.	.	10	.
COCCOc1cc(Nc2nnc(C(F)(F)F)s2)c(Cl)cc1Cl	27	-4%	-5%	2%	-1	2.2%	-2	-7	-3
C(=N\N1CCN(Cc2ccccc2)CC1)/c1cccs1	1	-5%	9%	0%	0	-0.2%	-11	-4	-7
Cc1cccc(NS(=O)(=O)c2ccc3c(c2)OCCO3)c1	6	-1%	1%	0%	2	-1.9%	.	-3	-12
CNc1ccc(Cl)cc1C(N)=O	1	9%	0%	-6%	-5	3.1%	-7	2	-4
CC1(C)CC(=O)N(CC(=O)NCc2ccc(F)cc2)c2ccccc2S1(=O)=O	2	1%	-1%	1%	4	1.2%	11	1	.
COc1ccc(NC(=O)c2ccc3c(SCC(=O)O)c4c(nc3c2)CCCC4)cc1OC	2	-1%	-3%	2%	-5	-0.7%	4	3	3
CC(Sc1cccc[n+]1[O-])C(=O)Nc1cc(Cl)c(Cl)cc1Cl (centres undefined)	.	5%	-3%	-6%	.	.	.	-3	.
Clc1cccc(OCc2nnc(-c3ccccc3Br)o2)c1	4	3%	0%	-1%	1	0.0%	-7	-6	-4
COc1ccc(NC(=S)N2CCC(NC(=O)c3ccc(F)cc3)CC2)cc1	0	-7%	-6%	-1%	-3	2.4%	-11	-2	-5
COCCCNC(=O)c1cc(Sc2ccc(F)cc2)nc2ccccc12	1	11%	0%	2%	10	0.9%	4	-3	-2
COc1cccc(NS(=O)(=O)c2cc3c(cc2C)N(C(C)=O)CCO3)c1	8	4%	-4%	0%	-4	1.7%	11	-4	-4
COc1ccc(CN(C)C(C)C(=O)Nc2ccc([N+](=O)[O-])cc2Cl)cc1OC (centres undefined)	5	-28%	-8%	-23%	-9	0.9%	-2	3	-1
O=C(O)CCC(=O)Nc1cccc(C(=O)c2ccccc2)c1	1	8%	-5%	0%	22	-0.3%	-7	-2	-4
Nc1cccc2c1C(=O)N(C(=O)c1ccc(S(=O)(=O)N3CCCCCC3)cc1)C2=O	2	9%	-4%	1%	-5	3.5%	-4	-1	-2
CS(=O)(=O)N(CC(=O)N1CCc2ccccc2C1)c1ccc(Br)cc1	.	-11%	-1%	-1%	.	.	.	-4	.
O=S(=O)(Cc1c(F)cccc1Cl)c1ncn[nH]1	0	-1%	-3%	1%	-24	0.5%	-1	-4	-9
Cc1ccc(/C=C2\SC(=S)N(CCC(=O)NNS(=O)(=O)c3ccc(C)cc3)C2=O)cc1	6	?	-6%	-1%	-11	-0.2%	-3	-9	-4
Cc1ccccc1C1CCCN(C(=O)c2cc(COc3c(F)cccc3F)on2)C1 (centres undefined)	16	6%	-3%	7%	-33*	-1.2%	0	-1	-6
O=C(NC1CC1)C1=C[C@H](c2ccc(Br)cc2)C[C@H](OCc2ccc(CO)cc2)O1	1	6%	-2%	0%	7	0.0%	10	0	1
O=C1CC(C(=O)Nc2ccc(F)c(Cl)c2)N=C(N2CCCCC2)N1 (centres undefined)	1	-2%	6%	-2%	-2	1.5%	-21	4	-8
COc1cccc(CNC(=O)COC(=O)c2cc([N+](=O)[O-])ccc2N2CCCC2)c1	4	2%	-3%	2%	7	0.7%	7	-2	-4
Cc1ccc(NC(=O)CSc2nc(N)c3cc4c(nc3n2)CCCC4)cc1	0	?	3%	?	-5	0.1%	-11	-6	-8
O=C(CSc1nnc(NC(=O)c2ccccc2)s1)NC1CCCC1	4	-9%	-6%	-5%	-16	7.6%	5	-1	-9
CN(C)CCCN(C(=O)c1ccc(S(=O)(=O)N(C)C)cc1)c1nc2ccc(F)cc2s1	0	-1%	-4%	4%	-2	0.1%	-6	-1	-1

Compound profiles, as listed above. Order of values: D1 ag	Vif-A3F inh	Glioma ERSR ind	Vif-A3G inh	D1 antagonist	RXFP1 agonist	D2 potentiator	LDHA block	D1 PAM
Listed for `COc1ccc(NC(=O)c2ccc3c(SCC(=O)O)c4c(nc3c2)CCCC4)cc1OC` = 2	-1%	-3%	2%	-5	-0.7%	4	3	3
Listed for `O=C(O)CCC(=O)Nc1cccc(C(=O)c2ccccc2)c1` = 1	8%	-5%	0%	22	-0.3%	-7	-2	-4
Listed for `COc1cc(CNCCc2c[nH]c3ccccc23)ccc1OCc1ccccc1F` = 28	0%	-3%	-14%	25	2.6%	-15	-2	-9
Listed for `S=C(NCC1CCCO1)NC12CC3CC(CC(C3)C1)C2` (centres undefined) = 3	-5%	-2%	-1%	-3	0.5%	.	-8	-4
Listed for `O=C(CSc1nnc(NC(=O)c2ccccc2)s1)NC1CCCC1` = 4	-9%	-6%	-5%	-16	7.6%	5	-1	-9

Going on with the list.
SMILES	D1 ag	Vif-A3F inh	Glioma ERSR ind	Vif-A3G inh	D1 antagonist	RXFP1 agonist	D2 potentiator	LDHA block	D1 PAM
COc1ccc(NC(=O)n2ncc3c(C)cccc32)cc1OC	0	-2%	-4%	0%	-5	-0.4%	5	6	4
Cc1cc(C(=O)COc2cc(F)ccc2[N+](=O)[O-])c(C)n1CC1CCCO1 (centres undefined)	.	-7%	-3%	-1%	.	.	.	-1	.
Cc1nc(Nc2ccc(Cl)c(Cl)c2)sc1C(=O)Nc1ccccc1	6	-13%	9%	2%	-52*	5.1%	1	2	-8
CC(C)c1ccc(OCC(=O)Nc2cc(-c3ccccc3)no2)cc1	16	0%	-4%	-10%	11	0.6%	7	-1	0
O=C(NCCc1ccc(Cl)cc1)C1=CC=CN2CCS(=O)(=O)N=C12	2	-5%	0%	0%	16	2.3%	7	-1	3
CC(=O)Nc1ccc(Nc2cc(-c3ccccc3)nc3ncnn23)cc1	0	-2%	-2%	-6%	-10	-1.4%	0	-1	-2
CCc1cccc(C)c1NC(=O)CNCc1ccccc1	4	6%	-2%	0%	2	0.1%	0	-24	-1
